Compound activity from PubChem.
MITF primary: blocks human microphthalmia-associated transcription factor; O75030; AlphaScreen MITF homodimerization, bead proximity signal; inhibition, % at 2.6 µM; 650,000 compounds, 0.91% hits; AID 1259374; in the data active = inhibition above about 50%;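 also: 0% = vehicle wells with protein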
Target sequence (O75030 whole entry, looked up): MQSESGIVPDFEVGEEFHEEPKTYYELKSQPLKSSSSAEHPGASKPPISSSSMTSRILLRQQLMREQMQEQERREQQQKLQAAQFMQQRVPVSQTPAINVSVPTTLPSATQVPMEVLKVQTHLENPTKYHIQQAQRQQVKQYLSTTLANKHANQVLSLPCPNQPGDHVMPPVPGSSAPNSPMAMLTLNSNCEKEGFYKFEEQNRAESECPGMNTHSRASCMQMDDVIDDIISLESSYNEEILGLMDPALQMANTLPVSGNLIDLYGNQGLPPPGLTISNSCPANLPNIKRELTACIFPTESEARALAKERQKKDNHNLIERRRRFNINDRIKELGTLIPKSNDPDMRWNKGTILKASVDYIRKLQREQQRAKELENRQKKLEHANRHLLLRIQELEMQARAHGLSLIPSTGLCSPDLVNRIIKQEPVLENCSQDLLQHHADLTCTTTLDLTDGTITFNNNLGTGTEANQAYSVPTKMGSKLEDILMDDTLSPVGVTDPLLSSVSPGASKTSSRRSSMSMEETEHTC
FBW7 activator: activators of human E3 ligase FBW7; normalized activity (activation), % at 26.1 µM; AID 1259310; Q969H0; AlphaScreen FBW7–phospho-cyclin E peptide binding, activator screen; 650,000 compounds, 0.13% hits; in the data active = normalized activity above about 1.9%;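 also: purified mutant Fbw7 with reduced substrate affinity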
GPR151 ag: human GPR151 activation; activation, % at 11.2 µM; 650,000 compounds, 1% hits; AID 1508602; PathHunter beta-arrestin GPR151 cells, luminescence; in the data active = activation above about 4.9%;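 also: 0% = median of compound wells and 100% = cells with positive control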
Target sequence (Q8TDV0 whole entry, looked up): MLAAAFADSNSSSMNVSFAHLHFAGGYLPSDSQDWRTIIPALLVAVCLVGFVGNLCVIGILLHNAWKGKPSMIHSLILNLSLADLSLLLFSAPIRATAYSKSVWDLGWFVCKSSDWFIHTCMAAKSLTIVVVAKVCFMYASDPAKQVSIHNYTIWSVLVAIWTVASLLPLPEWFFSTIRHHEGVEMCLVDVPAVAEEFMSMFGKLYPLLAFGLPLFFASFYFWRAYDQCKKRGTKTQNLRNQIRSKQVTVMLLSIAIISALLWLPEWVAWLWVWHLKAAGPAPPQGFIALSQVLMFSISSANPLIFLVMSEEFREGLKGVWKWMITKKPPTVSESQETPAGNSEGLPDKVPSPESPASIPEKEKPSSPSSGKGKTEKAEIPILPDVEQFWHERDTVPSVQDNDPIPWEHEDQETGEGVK
TEAD-YAP block: TEAD-YAP interaction inhibition | 640,000 compounds, 1.4% hits | AID 1259422 | HEK-TIYL cells, TEAD-Gal4/YAP UAS-luciferase luminescence | inhibition, % at 9.12 µM; in the data active = inhibition above about 32%;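 also: 0% = median of test compound wells and 100% = reference inhibitor wells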
An asterisk follows results filed as active; / = no result given.

SMILES	MITF primary	FBW7 activator	GPR151 ag	TEAD-YAP block
COc1cccc(C(=O)Nn2c(C3CCCCC3)nc3ccccc3c2=O)c1	-7.3	0.2	0.4	-0.3
C=CCOc1ccc(CN(C)CC(=O)Nc2ccc(C#N)cc2)cc1	-3.1	-0.3	-0.5	10.9
N#Cc1ccc(OCC(=O)Nc2ccncc2)cc1	9.9	0.3	-2.0	-2.7
S=C(NCCCN1CCOCC1)Nc1ccccc1	7.6	-0.1	-1.8	-5.7
Cc1onc(-c2c(Cl)cccc2Cl)c1C(=O)N1CCN(Cc2ccccc2)CC1	-1.3	-0.1	-0.9	-6.5
CCOCCCNC(=O)Cn1c(=S)[nH]c2c([nH]c3ccc(OC)cc32)c1=O	-0.3	-0.1	0.2	-1.4
O=c1[nH]c(O)c(N=Nc2ccc(Oc3ccccc3)cc2)c(=O)[nH]1	5.4	-0.2	-0.4	-13.6
Cc1ccccc1Nc1nc(N)nc(COC(=O)CN2C(=O)C3CCCCC3C2=O)n1 (centres undefined)	13.8	0.5	-2.9	18.0
OC(COc1ccccc1CNCCOc1cccnc1)CN1CCc2ccccc2C1 (centres undefined)	2.6	-0.1	-0.8	13.5
N#CC1=C(S)NC(=O)CC1c1ccccc1Cl (centres undefined)	1.9	-0.3	-0.2	0.5
CC1CCc2cc(F)ccc2N1C(=O)CCC(=O)O (centres undefined)	-9.3	-0.1	-0.9	6.5
CC(=O)Nc1ccc(-c2cnc3cccc(Nc4ccccn4)c3c2)cc1	-5.5	-1.0	-0.2	-10.9
CCCc1ccc(OC(=O)c2sc3ncn(Cc4ccccc4Cl)c(=O)c3c2C)cc1	12.0	-0.1	2.9	-0.8
COc1ccc(C(O)c2nccn2C)cc1OC (centres undefined)	2.9	-0.1	-0.2	-3.0
Cc1sc2ncnc(N3CCN(S(=O)(=O)c4ccc5ccccc5c4)CC3)c2c1C	-12.2	0.0	-1.1	-4.7
CC1CCN(C(=O)CCN2C(=O)C3C4C=CC(C4)C3C2=O)CC1 (centres undefined)	4.1	0.0	-0.1	1.8
COc1ccc(C(=O)NCc2oc(-c3ccccc3)cc2C(=O)O)cc1	11.9	0.1	-1.8	2.2
COc1ccc(CCNC(=O)C2CCCN(S(=O)(=O)c3cnc[nH]3)C2)cc1OC (centres undefined)	9.3	0.1	0.1	6.2
O=C(COC(=O)c1cccnc1Cl)COC(=O)c1cccnc1Cl	5.1	0.1	-0.3	0.8
COc1cc(/C=C\C(=O)Nc2c3c(nn2-c2ccc(Cl)cc2)CS(=O)(=O)C3)cc(OC)c1OC	-1.7	-0.1	1.1	-9.0

Sorted by heavy-atom count (ascending): some entries from above
SMILES	MITF primary	FBW7 activator	GPR151 ag	TEAD-YAP block
S=C(NCCCN1CCOCC1)Nc1ccccc1	7.6	-0.1	-1.8	-5.7
COc1cccc(C(=O)Nn2c(C3CCCCC3)nc3ccccc3c2=O)c1	-7.3	0.2	0.4	-0.3
COc1ccc(CCNC(=O)C2CCCN(S(=O)(=O)c3cnc[nH]3)C2)cc1OC (centres undefined)	9.3	0.1	0.1	6.2
Cc1sc2ncnc(N3CCN(S(=O)(=O)c4ccc5ccccc5c4)CC3)c2c1C	-12.2	0.0	-1.1	-4.7

New compounds follow
SMILES	MITF primary	FBW7 activator	GPR151 ag	TEAD-YAP block
C/C(=N/NC(=O)CNC(=O)c1cccc(Cl)c1)c1ccc(F)cc1	1.9	0.0	-0.5	-5.0
CCCn1cc(S(=O)(=O)c2ccc(F)cc2)c(=O)c2cc(C)ccc21	6.2	0.1	-1.6	-5.7
O=C(Nc1nc2ccc([N+](=O)[O-])cc2s1)c1cc(Cl)sc1Cl	11.2	0.0	0.9	-18.0
O=C(CCCCCCCCCCCCC1CCCC1)Nc1ccc(S(=O)(=O)c2ccc(NC(=O)CCCCCCCCCCCCC3CCCC3)cc2)cc1	-5.7	0.0	-1.6	-8.3
COc1cccc(CCC(=O)N2CCC(CCC(=O)N(C)Cc3ccccc3)CC2)c1	14.0	0.3	-0.1	4.5
COc1ccc(Br)cc1CNc1cccc([N+](=O)[O-])c1	-3.0	-0.1	4.0	6.2
Cc1ccc2nc(C3CCN(C(=O)NC4CCCCC4)CC3)[nH]c2c1	-6.3	0.0	1.2	-19.6
NC(=O)COC(=O)c1cc(S(=O)(=O)N2CCN(c3ccccc3)CC2)ccc1Cl	-1.5	-0.1	-1.4	-0.4
CN1CC(=O)N2CCN(C(=O)NC3CCCCC3)C[C@@H]2C1=O	73.6*	-0.3	0.4	0.7
CN(C)c1cccc(C(=O)OCc2ccc(C#N)cc2)c1	2.2	-0.1	-0.1	-9.3
Cc1ccn(CC(=O)N2CCCC(C(=O)Nc3cccc(-c4ccc(F)cc4)c3)C2)n1 (centres undefined)	7.7	0.3	-0.2	-5.7
Cn1c(=O)[nH]c(=O)c2c1nc(Br)n2CCCCCCl	7.4	0.0	0.2	3.5
COc1ccccc1NC(=S)NCc1ccccn1	16.2	0.1	1.9	4.7
Cc1nc(N2CCCCC2)c2c(C)c(C(=O)NCCC3=CCCCC3)sc2n1	-0.2	0.4	1.6	1.4
Cc1sc2c(c1C)c(=O)nc1n2CC(O)=C1c1nc2ccccc2[nH]1	2.8	-0.1	0.8	-2.2
CSc1nc2c(sc(=S)n2-c2cc(C)ccc2F)c(=O)n1-c1ccc(C)cc1	3.1	-0.2	0.8	-14.0
O=C(NC1CCCCC1)c1cc2cnccc2nc1C(F)(F)F	16.9	0.6	-0.4	-0.7
CCCOc1ccc(N2C(=O)CC(NCC(N)=O)C2=O)cc1 (centres undefined)	9.0	-0.1	0.7	0.5
Cc1ccc(N2C(=O)CC(NC3CCN(Cc4ccccc4)CC3)C2=O)cc1 (centres undefined)	-4.6	0.1	1.5	5.4
Cc1ccc(-c2noc(=O)n2CC(=O)c2ccc(Cl)cc2)cc1	5.3	0.0	1.4	-2.4

In a second layout: results already given.
NC(=O)COC(=O)c1cc(S(=O)(=O)N2CCN(c3ccccc3)CC2)ccc1Cl
  MITF primary: -1.5 | FBW7 activator: -0.1 | GPR151 ag: -1.4 | TEAD-YAP block: -0.4

CN1CC(=O)N2CCN(C(=O)NC3CCCCC3)C[C@@H]2C1=O
  MITF primary: 73.6* | FBW7 activator: -0.3 | GPR151 ag: 0.4 | TEAD-YAP block: 0.7

CN(C)c1cccc(C(=O)OCc2ccc(C#N)cc2)c1
  MITF primary: 2.2 | FBW7 activator: -0.1 | GPR151 ag: -0.1 | TEAD-YAP block: -9.3

Cc1ccn(CC(=O)N2CCCC(C(=O)Nc3cccc(-c4ccc(F)cc4)c3)C2)n1 (centres undefined)
  MITF primary: 7.7 | FBW7 activator: 0.3 | GPR151 ag: -0.2 | TEAD-YAP block: -5.7

(listing goes on)
SMILES	MITF primary	FBW7 activator	GPR151 ag	TEAD-YAP block
Cc1ccc(CN2CCN(S(=O)(=O)c3ccc(C)cc3)CC2)cc1	-5.8	0.1	0.5	1.1
CCCCNC(=O)CSc1nc2ccc(NC(=O)c3ccc(Cl)cc3)cc2s1	10.3	-0.1	-0.1	-1.5
CC(C)c1ccc(Nc2ncnc3c2c(-c2ccccc2)cn3-c2ccc(F)cc2)cc1	2.2	-0.2	0.7	-4.2
COC(=O)C1=C(C)NC(C)=C(C(=O)OCCCN2CCC(c3ccccc3)(c3ccccc3)CC2)[C@H]1c1cccc([N+](=O)[O-])c1	4.7	-0.1	1.2	/
CC1(C)CC(=O)c2cnc(NC3CCCC3)nc2C1	-0.4	-0.3	0.2	-29.6
O=C(O)CC1(CC(=O)Nc2ccc(C(F)(F)F)cc2)CCCC1	2.2	0.0	2.6	4.7
O=[N+]([O-])c1c(Nc2ccccc2)cc(Cl)c2nonc12	11.8	-0.1	-3.0	2.5
CCN1CCc2c(sc(NC(=O)CCS(=O)(=O)c3ccccc3)c2C(N)=O)C1	15.2	0.2	-0.6	2.6
Cc1cc(NC(=O)c2cnn3c(C(F)(F)F)cc(-c4ccccc4)nc23)ccc1N1C(=O)c2ccc(Cl)cc2C1=O	6.0	0.0	3.0	-10.9
Cc1ccc(NC(=O)CC2SC(=Nc3ccccc3)NC2=O)cc1 (centres undefined)	7.2	0.3	0.5	-12.1
COC(=O)c1ccccc1NC(=O)C(Cc1ccccc1)N1Cc2ccccc2C1=O (centres undefined)	9.0	0.2	0.3	-9.6
CCC(N)C12CC3CC(CC(O)(C3)C1)C2 (centres undefined)	17.6	0.4	-0.4	1.4
Cc1cc(C)n(-c2nc3cc(Cl)ccc3nc2Nc2ccc3c(c2)n(C)c(=O)n3C)n1	3.0	0.2	0.0	3.1
COc1ccc(/C=C/C(=O)NC(=S)NNC(=O)Cc2cccs2)cc1OC	17.8	-0.1	0.7	4.1
Cc1occc1C(=O)N/N=C\c1ccccc1	-3.6	0.0	-7.0	-37.3
CCOc1ccc(NC(=O)CC2C(=O)N(c3cccc(C)c3)C(=O)N2CCOC)cc1 (centres undefined)	16.2	-0.1	1.7	-5.9
Cc1ccc(C(=O)Nc2ccc(I)c(C)n2)c(C)c1	-8.6	0.1	2.1	-13.3
COc1ccccc1OCc1nnc(SCC(=O)N(C)C)o1	-5.2	1.0	0.0	-8.4
CCCCCC1CCC(c2nc(Cc3ccccc3)no2)CC1 (centres undefined)	4.0	0.1	-0.5	10.2
COC(=O)c1c(NC(=O)c2ccc([N+](=O)[O-])cc2)sc2c1CCC2	-11.9	0.1	0.2	5.4
CC(=O)N/N=C/c1cc(C)n(-c2ccc(Cl)c(Cl)c2)c1C	5.3	0.1	0.9	3.0
CC(=O)c1ccc(OCCCC(=O)Nc2cccc(C(F)(F)F)c2)cc1	-4.1	0.0	-0.8	8.5
CN(C)S(=O)(=O)c1cccc(C(=O)N2CCCc3ccccc32)c1	3.0	-0.1	1.1	-6.5
O=C(Nc1ccccc1F)n1ncc2cc(Cl)ccc21	-14.2	0.2	-2.3	-9.6
Clc1cccc(-c2ccc(-c3nc(-c4ccccc4)c(-c4ccccc4)[nH]3)o2)c1	-1.3	0.2	-0.1	-7.8
Cc1ccccc1CNC(=O)C(=O)NCC1CCCN1S(=O)(=O)c1cccs1 (centres undefined)	6.2	0.0	0.4	-1.0
CC1CN(C(C)C(=O)Nc2ccc(Br)cc2)CC(C)O1 (centres undefined)	9.1	0.1	0.8	2.0
Oc1ccc(CCNc2cc(Nc3ccncn3)ncn2)cc1	10.5	0.0	0.9	9.4
OC1(c2ccccc2F)CCN(Cc2nnnn2C2CCCCC2)CC1	9.2	-0.1	2.1	14.1
CNS(=O)(=O)c1cc(-c2n[nH]c(=O)c3ccccc23)ccc1C	5.0	0.0	0.5	3.9
COc1ccc(OC)c(CN2CCN(CC3CC=CCC3)CC2)c1 (centres undefined)	53.9*	-0.1	-0.3	-3.4
Nc1nccc(-c2ccc3nc(C4COc5ccc(C(=O)NC6CC6)cc5C4)[nH]c3c2)n1 (centres undefined)	-0.5	0.0	-1.1	-4.1
Cc1noc(C)c1-c1cccc(C(=O)NC2CC2)c1	2.1	0.1	2.2	-9.0
Cc1cc(N2CCC(C(=O)O)CC2)n2nc(C)c(-c3ccc(Cl)cc3)c2n1	-1.5	-0.2	0.1	-3.0
Cc1cccc(N2CCN(c3ncnc4c3c(-c3ccccc3)cn4-c3ccccc3)CC2C)c1 (centres undefined)	-1.4	0.1	0.1	-0.1
C=CCn1c(SCC(=O)Nc2cccc(C(F)(F)F)c2)nc2scc(-c3ccc(F)cc3)c2c1=O	12.5	0.2	0.0	12.3
O=C(OCc1csc(-c2ccccc2)n1)c1ccccc1	0.0	0.2	-2.8	-11.4
COC(=O)CC1C(=O)NCCN1C(=O)c1ccc(F)cc1 (centres undefined)	2.2	-0.1	-0.9	8.9
CN(C)C(=O)CN1CCC(O)(c2ccc(F)cc2)CC1	6.5	0.4	2.4	-7.5
CCCCNc1ncnc2sc(C(=O)OCC)c(C)c12	2.2	0.0	1.6	-1.7
CC#CC(=O)N1CCCC(C(=O)Nc2ccc(-c3cccc(F)c3)cc2)C1 (centres undefined)	0.6	0.2	0.2	18.4
Cc1cc(C)cc(NC(=O)Cn2c(=O)n(Cc3ccco3)c(=O)c3oc4ccccc4c32)c1	4.1	-0.2	-0.3	2.2
CN(Cc1ccn[nH]1)C(=O)c1cc2cc(C3(O)CCN(CC4CC=CCC4)CC3)ccc2o1 (centres undefined)	-5.4	-0.2	-0.8	5.1
CCOC(=O)c1cc(-c2ccccn2)nc2c1c(C)nn2-c1ccc([N+](=O)[O-])cc1	2.4	-0.2	1.7	1.2
Cn1cc(-c2cnn3ccc(Nc4ccc(O)cc4)nc23)cn1	1.8	0.8	-0.7	22.8
O=C1Nc2ccc(Cl)cc2C12SCCS2	-26.7	-0.1	0.3	-4.6
CCOc1ccc2c(c1)-c1c(ssc1=Nc1ccc(OC)cc1OC)C(C)(C)N2	17.6	-0.1	-0.6	-13.3
O=C1NC(=O)N(Cc2ccccc2)C(=O)/C1=C/c1ccc(N2CCOCC2)cc1	11.7	0.0	-0.5	10.0
COc1cc(C(=O)NNC(=O)/C=C/c2ccccc2)cc(OC)c1OC	-11.1	-0.1	-1.2	0.5
Cc1ccc(C(=O)Nc2ccc(C)c(Nc3nccc(-c4cncc(N5CCOCC5)c4)n3)c2)cc1	-6.7	-0.2	-0.2	-14.5
CN1C(=O)/C(=C\c2ccccc2)Sc2ccc(C(=O)O)cc21	4.7	0.7	-0.1	15.8
COc1cc([N+](=O)[O-])ccc1-c1ccc(/C=C2\C(=O)ON=C2c2ccccc2)o1	17.0	0.4	0.1	-3.2
CSc1ccc(/C=C(\C#N)c2nn(-c3ccccc3)c(N)c2C#N)cc1	-9.7	-0.1	1.5	7.7
Cc1cc(=O)[nH]c(=O)n1-c1ccccc1	4.2	-0.2	-1.4	-5.1
